Compound activity as filed in PubChem BioAssay.
Lipid storage S3 – qHTS Assay for Lipid Storage Modulators in Drosophila S3 Cells. Drosophila S3 cells, BODIPY lipid droplet fluorescence, 18-24 h; cells fed with added oleic acid. Potency in µM for hits, for the others lipid storage change, negative = inhibition, % at the top dose, mostly 46.1 µM. 320,000 compounds, 0.64% hits; active means well fitted inhibition curve with a large enough effect in the signal ratio, with a control signal flat, not every such curve was filed as active; inconclusive means small, poorly fitted or top-dose-only effect, or effect the other way, or a change in a side signal; the % refers to the signal ratio
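Drosophila S3 cells loaded with oleic acid (400 uM, as added) and compounds at several concentrations; lipid droplets imaged by 488-nm laser-scanning cytometry, 500–530 nm intensity and object ratio to cell channel. Percent activity normalized to 20 uM Triacsin C.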
Lipid storage S3 cell count max – second read-out of Lipid storage S3, no call of its own (marks repeat the call); cell number change, %; measured here: cell count max response;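 cells counted by Cell Tracker Red CMTPX staining in the red channel; peak over a dose series mostly up to 46.1 µM; percent activity relative to internal control wells on each plate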
* marks the source's active call; other numbers are inactive results; i = inactive; ? = inconclusive; · = no result given. On the % scale 0 is the no-effect control and ±100 the full control effect; potency means the concentration at half of the fitted maximal effect. A portion of the library, so the mix of outcomes need not match the whole.

item | structure | Lipid storage S3 cell count max | Lipid storage S3
1 | CN(C(=O)CSc1ccccc1C(=O)O)C1CCCCC1 | · | ?
2 | CCCn1c(CN2CCN(C(=O)OCC)CC2)nc2cc(NC(C)=O)ccc21 | · | ?
3 | COc1cc(NC(=O)COC(=O)c2n[nH]c3ccccc23)c(C)cc1[N+](=O)[O-] | · | ?
4 | CCC(=O)N1CCc2cc(Br)cc(S(=O)(=O)CCC(=O)NCC3CCCO3)c21 (configuration not stated) | -25 | -5%
5 | Cc1noc(NS(=O)(=O)c2ccc(NC(=O)C(F)(F)F)cc2)c1C | · | ?
6 | Cc1ccc(C)c(S(=O)(=O)N2CCN(C(=O)c3cccn3C)CC2)c1 | -14 | i
7 | COc1ccc(N2CCN(C(=O)CCN3C(=S)NC(C)(C)CC3C)CC2)cc1 (configuration not stated) | · | ?
8 | Cc1ccc(CN(C(=O)c2sc3ccccc3c2Cl)C2CCS(=O)(=O)C2)cc1 (configuration not stated) | -11 | -1%
9 | O=C(CSc1nccc(=O)[nH]1)Nc1cc(C(F)(F)F)ccc1N1CCOCC1 | · | ?
10 | CCOc1ccc(C2=CS/C(=C(\C#N)c3nnc4n3CCCCC4)N2CC)cc1 | · | ?
11 | Cc1cccc(N2C(=O)C(Cl)=C(Nc3c(C)n(C)n(-c4ccccc4)c3=O)C2=O)c1C | · | ?
12 | CC1(C)CC(=O)C2=C(C1)NC(SCC(=O)Nc1ccccc1)=C(C#N)C2c1ccco1 (configuration not stated) | · | ?
13 | CCN(CC)S(=O)(=O)c1cccc(C(=O)NC2=NCCS2)c1 | -3 | -14%
14 | O=C(OCC(=O)N1CCCC1)c1ccccc1OCc1ccccc1 | · | ?
15 | COc1ccc(C(C)=O)cc1CSc1nnc(Nc2ccc(C)cc2)s1 | · | ?
16 | COc1ccc(C(=O)COC(=O)CNC(=O)C2CCCCC2)c(OC)c1 | · | ?
17 | Cc1cccc(N2CC(C(=O)Nc3nc4ccc(S(C)(=O)=O)cc4s3)CC2=O)c1C (configuration not stated) | · | ?
18 | CC(OC(=O)Cc1cccc(C(F)(F)F)c1)C(=O)Nc1ccc(Cl)cn1 (configuration not stated) | · | ?
19 | COc1ccc(/C=C(/NC(=O)c2ccco2)C(=O)N2CCCCCC2)cc1OC | · | ?
20 | CCN(CC(=O)NC1CCS(=O)(=O)C1)C(=O)c1cc(OC)c(OC)c(OC)c1 (configuration not stated) | · | ?
21 | COc1cc(CN(C(=S)NCC(=O)O)C2CCCC2)cc(OC)c1OC | · | 8%
22 | O=C1CC(N2CCN(c3ccccn3)CC2)C(=O)N1c1ccc(Cl)cc1 (configuration not stated) | · | ?
23 | CCOC(=O)c1cnc2c(OC)cccc2c1Nc1ccc2c(c1)OCCO2 | 1 | 15%
24 | O=C(CC1C(=O)NCCN1CC1CCCCC1)NCc1cccc(F)c1F (configuration not stated) | 26 | 5%
25 | O=C(CCCCn1c(=O)c2ccccc2n(Cc2ccccc2F)c1=O)NC1CCN(Cc2ccccc2)CC1 | · | ?
26 | Cc1ccc(NC(=O)c2ccc(CSc3ccccn3)cc2)cc1 | 6 | 13%
27 | CCOc1cc(CNn2cn[nH]c2=S)cc(Cl)c1OCc1ccccc1F | · | ?
28 | COc1ccc(-c2nc(-c3cccnc3)no2)cc1 | · | ?
29 | CC[n+]1cc(C)ccc1/C=C/c1ccc(N(C)C)cc1 | · | ?
30 | COc1ccc(N(CC(O)CN2C(=O)NC(C)(C)C2=O)S(=O)(=O)c2ccccc2)cc1 (configuration not stated) | 2 | -11%
31 | Cc1[nH][nH]c(=O)c1C=NCc1cccnc1 | · | ?
32 | COC(=O)c1ccccc1NC(=O)NC1CCN(Cc2ccccc2)CC1 | · | i
33 | CCC1CCCCN1Cc1ccc(OC)c(C)c1C (configuration not stated) | · | ?
34 | CCCCc1ccc(NC(=O)COc2ccc(C(=O)Nc3ccccc3OCC)cc2)cc1 | · | ?
35 | Oc1ccc(/C=C/c2nc(-c3ccccc3O)n(-c3ccccc3)n2)cc1 | · | ?
36 | Cc1c(NC(=O)CSc2nc3ccc(Cl)cc3[nH]2)c(=O)n(-c2ccccc2)n1C | · | ?
37 | Cc1ccc(C(=O)Oc2csc(=S)n2C(=O)c2ccc(C)cc2)cc1 | · | ?
38 | CCOC(=O)c1c(OCCO)nn(-c2ccc(Cl)cc2)c1N | · | ?
39 | CC(C)c1ccc(NC(=O)C(c2ccccc2)N2CCC3(CC2)OCCO3)cc1 (configuration not stated) | · | ?
40 | O=C(Cc1ccc(S(=O)(=O)N2CCOCC2)s1)Oc1ccc(F)cc1 | · | ?
41 | CCOc1ccc(CCNC(=O)COC(=O)c2cccs2)cc1OCC | · | ?
42 | Cc1ccc(NC(=O)N/C=C/c2ccccc2)cc1 | · | ?
43 | CCOC(=O)C1CCN(C(=O)c2cc(S(=O)(=O)N3CCCCCC3)ccc2OC)CC1 | · | ?
44 | CCOC(=O)N1CCN(S(=O)(=O)N2CCCC(C(=O)NCc3ccc(OC)cc3OC)C2)CC1 (configuration not stated) | · | ?
45 | COc1ccc(CNC(=O)CC(C)S(=O)(=O)c2ccc3c(c2)NC(=O)CO3)cc1 (configuration not stated) | · | ?
46 | COc1ccc(OCC(=O)N/N=C/C=C/c2ccccc2)cc1 | · | ?
47 | COc1ccc2sc(-c3ccccc3OC)c(C#CCCO)c2c1 | -2 | i
48 | CN(C)c1ccc(CNC(=O)c2cc(S(=O)(=O)N3CCOCC3)cn2C)cc1 | · | ?
49 | Cc1ccc(N(Cc2ccccc2)C(=O)c2cc(S(=O)(=O)N3CCOCC3)ccc2F)cc1 | 6 | i
50 | COc1ccc(NC(=O)c2ccccc2NC(=O)COc2ccccc2)cc1 | -18 | i
51 | Cc1ccc2c(COC(=O)c3ccc(C)c(C)c3)cc(=O)oc2c1 | · | ?
52 | O=C(NCCc1ccc(F)cc1)c1ccc2c(=O)n3c(nc2c1)CCC3 | -23 | i
53 | O=C(Nc1ccccc1Cl)C1CCCN(c2ncnc3c2nc2n3CCCCC2)C1 (configuration not stated) | · | ?
54 | COc1ccc(N2C(=O)CC(Nc3ccc(C(=O)O)cc3)C2=O)cc1OC (configuration not stated) | -8 | -24%
55 | Cc1cc(SCC(=O)NCCCN2CCCC2=O)nc2ccccc12 | · | ?
56 | O=C(CNc1ccc(F)cc1)N/N=C1\CCc2ccccc21 | · | ?
57 | COCC(C)n1c(C)cc(C(=O)CSc2nnc(Nc3ccccc3F)s2)c1C (configuration not stated) | · | ?
58 | Nc1nnc(SCC(=O)c2cccc([N+](=O)[O-])c2)s1 | 25 | 4%
59 | O=C(C1CCC1)N1CCN(c2ccnc3cc(Cl)ccc23)CC1 | 14 | 5%
60 | O=C(Cn1nnc2ccccc2c1=O)NC1CCCc2ccccc21 (configuration not stated) | · | i

Whole records, quoted from the list. Order of values: Lipid storage S3 cell count max | Lipid storage S3
Record of `CCOC(=O)N1CCN(S(=O)(=O)N2CCCC(C(=O)NCc3ccc(OC)cc3OC)C2)CC1` (configuration not stated) = · | ?
Record of `CCC1CCCCN1Cc1ccc(OC)c(C)c1C` (configuration not stated) = · | ?
Record of `CN(C)c1ccc(CNC(=O)c2cc(S(=O)(=O)N3CCOCC3)cn2C)cc1` = · | ?
Record of `COc1ccc(OCC(=O)N/N=C/C=C/c2ccccc2)cc1` = · | ?
Record of `O=C(Cn1nnc2ccccc2c1=O)NC1CCCc2ccccc21` (configuration not stated) = · | i

Four records drawn at random from those above, as already listed:
item | structure | Lipid storage S3 cell count max | Lipid storage S3
31 | Cc1[nH][nH]c(=O)c1C=NCc1cccnc1 | · | ?
32 | COC(=O)c1ccccc1NC(=O)NC1CCN(Cc2ccccc2)CC1 | · | i
41 | CCOc1ccc(CCNC(=O)COC(=O)c2cccs2)cc1OCC | · | ?
52 | O=C(NCCc1ccc(F)cc1)c1ccc2c(=O)n3c(nc2c1)CCC3 | -23 | i

The listing picks up, starting 2 compounds before the break.
item | structure | Lipid storage S3 cell count max | Lipid storage S3
59 | O=C(C1CCC1)N1CCN(c2ccnc3cc(Cl)ccc23)CC1 | 14 | 5%
60 | O=C(Cn1nnc2ccccc2c1=O)NC1CCCc2ccccc21 (configuration not stated) | · | i
61 | C=CCN(c1ccccc1)S(=O)(=O)c1cccc(C(=O)O)c1 | · | ?
62 | Cc1ccccc1OCC(O)CN1CCN(c2ccccn2)CC1 (configuration not stated) | -4 | 22%
63 | O=C(Nc1ccc(F)cc1F)c1cc2ccccc2oc1=O | · | ?
64 | C#CC[N+](C)(C)C(C#Cc1ccccc1)CC=C (configuration not stated) | -4 | 10%
65 | COc1ccc(C(O)(C(C)C)C(CN2CCOCC2)c2ccc(Cl)cc2)cc1 (configuration not stated) | · | ?
66 | C=CCC(CC=C)(NC(=O)c1cccc(C)c1)c1ccccc1 | 22 | 28%
67 | O=C(Nc1ccccc1N1CCCC1)c1ccc(Br)o1 | -9 | i
68 | Nn1c(SCC(=O)Nc2ccccc2Oc2ccccc2)nnc1C1CC1 | · | ?
69 | CCCCN(C(=O)Cc1ccc2c(c1)OCCO2)c1c(N)n(CCC)c(=O)[nH]c1=O | -13 | -14%
70 | C/C(CC(=O)Nc1ccc2c(c1)OCCO2)=N\NC(=O)c1cccc(O)c1 | -13 | i
71 | CCc1nc2oc3cc(OC)ccc3c(=O)c2c(=O)n1Cc1ccccc1 | · | i
72 | CC(=O)c1cn(CC(=O)Nc2ccc(C)cc2)c2ccccc12 | · | ?
73 | CCN1C(=O)Cc2cc(S(=O)(=O)NCCc3ccccc3)ccc21 | · | ?
74 | Cc1ccc(-n2nnnc2-c2cnc(N3CCCC3)nc2C(F)(F)F)cc1 | · | ?
75 | CC(=O)Nc1ccc(S(=O)(=O)N2CCN(Cc3ccncc3)CC2)cc1 | · | i
76 | Cc1cccc(NC(=O)N2CCCC2C(=O)Nc2ccccc2)c1 (configuration not stated) | 9 | -1%
77 | C=CCc1cccc(C=Nc2c[nH]c(=O)[nH]c2=O)c1O | 15 | 13%
78 | Cc1cccc(N(C(=O)c2snc(C(N)=O)c2N)C(C(=O)NCC2CCCO2)c2ccc3ncccc3c2)c1 (configuration not stated) | · | ?
79 | COc1ccc(C/C(N)=N/OC(C)=O)cc1OC | · | ?
80 | O=c1c2c3nc4ccccc4nc3n(CC3CCCO3)c2ncn1CCc1ccccc1 (configuration not stated) | · | ?
81 | Oc1cccc(/C=N/Nc2nn3cnnc3c3ccccc23)c1 | 4 | 0%
82 | O=c1cc[nH]c2c(C(F)(F)F)cccc12 | 7 | 16%
83 | O=C(CSc1ccc(-c2ccccn2)nn1)Nc1nccs1 | · | ?
84 | CS(=O)(=O)N(CC(=O)Nc1cccc(Br)c1)Cc1ccccc1 | 3 | i
85 | N#C/C(=N\Nc1ccccc1F)C(=N)N1CCCCC1 | 1 | 8%
86 | COc1cccc(NC(=O)N2CCC(NC(=O)C(Cc3ccccc3OC)NC(C)=O)CC2)c1 (configuration not stated) | · | ?
87 | O=C(N/N=C/c1ccc(O)c([N+](=O)[O-])c1)C1CC1(c1ccccc1)c1ccccc1 (configuration not stated) | 2 | 16%
88 | COc1cc(C)c2c(c1C=O)Oc1c(c(C)c(O)c3c1C(O)OC3=O)OC2=O (configuration not stated) | 17 | 7%
89 | CC(C)N1CCc2[nH]c(=S)[nH]c(=O)c2C1 | -6 | -14%
90 | Fc1ccc(NC(=S)NC2CC3CCC(C2)N3Cc2ccco2)cc1 (configuration not stated) | 17 | -1%
91 | O=S(=O)(/N=C(\c1ccccc1)N1CCOCC1)c1cccs1 | · | ?
92 | N#Cc1nc(-c2ccccc2Cl)oc1NCC1CCCO1 (configuration not stated) | · | ?
93 | O=c1c2cnn(-c3ccccc3)c2nc(-c2cccs2)n1-c1cccc(Cl)c1 | · | ?
94 | CN1CCN(C(=O)C2=C[C@@H](c3coc4ccccc4c3=O)C[C@@H](OCCCCO)O2)CC1 | -5 | -17%
95 | COc1ccc(NS(=O)(=O)c2ccc(NC(=O)c3ccccn3)cc2)cc1 | · | ?
96 | COc1ccc(S(=O)(=O)N2CCN(C(=O)c3ccco3)CC2)c(C)c1C | -14 | i
97 | CCOC(CCNC(=O)c1cn(CCOC)c(=O)c2c1c1ccccc1n2C)OCC | 23 | -26%
98 | O=C(c1ccncc1)N(c1ccc2oc3c(c2c1)CCCC3)S(=O)(=O)c1ccc(F)cc1 | · | ?
99 | CC(C)Nc1nc(NC(C)C)nc(N(C#N)CCOc2ccc(Cl)cc2Cl)n1 | · | ?
100 | Cc1cc(NC(=O)CSc2nnc(C3COc4ccccc4O3)n2C)no1 (configuration not stated) | -15 | -10%
101 | NC(=O)c1cc[n+](CC(=O)NC(=O)Nc2ccccc2)cc1 | · | ?
102 | O=C(Nc1ccccc1)C1CC(O)CN1S(=O)(=O)c1ccc([N+](=O)[O-])cc1 (configuration not stated) | 8 | -3%
103 | Cc1ccc2nc(/C(C#N)=C/c3ccc(-c4cccc([N+](=O)[O-])c4)o3)[nH]c2c1 | · | ?
104 | Cc1cccc(NC(=S)NCC(C)CSc2ccc(Cl)cc2)c1 (configuration not stated) | · | ?
105 | COC(=O)c1sc(SC)nc1N | · | ?
106 | Cc1c(C(=O)N/N=C/c2cccnc2)nnn1-c1nonc1N | · | ?
107 | CC(C)C(=O)c1cn(CC(=O)NCC2CCCO2)c2ccccc12 (configuration not stated) | 10 | -4%
108 | CC(C)CC(C(=O)O)N1C(=O)[C@@H]2[C@H](C1=O)[C@@H]1C[C@H]2C(Br)C1Br (some centres not stated) | 6 | 8%
109 | O=C(NC1CCCCC1)C(c1ccc(F)cc1)N(C(=O)Cc1ccsc1)c1ccc(F)cc1 (configuration not stated) | · | 7%
110 | O=S(=O)(c1ccc2nnn(O)c2c1)N1CCCCC1 | 2 | -5%
111 | Cc1cccc(N2C(=S)N=C(Nc3c(C)cccc3C)C23CCOC(C)(C)C3)c1 (configuration not stated) | · | ?
